# From PubChem
# Pf Dd2 inh = Plasmodium falciparum Dd2 growth inhibition; AID 1347417; Potency, µM (titrated, usually from 28.9 µM), for inactives: at the top dose activity, negative = inhibition, actives largely listed as inhibitors; P. falciparum Dd2 growth, SYBR Green, 72 h; 120,000 tested, 4.3% active; active = well fitted inhibition curve with a large enough effect; inconclusive = small, poorly fitted or top-dose-only effect; inactive = no such curve, though single readings can be large or run the other way;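 also: plate controls were DMSO vehicle for no effect and reference drug for full effect; nearly all actives have a fitted effect of over 65% in size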
#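 Readout: SYBR Green fluorescence, 485 nm excitation, 535 nm emission, after ~16 h lysis at 37C. Before that, Dd2-infected red cells (2.5% hematocrit) grew 72 h with compound, 29 uM top final concentration.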
# Numbers without * were called inactive; i = inactive; ? = inconclusive; & = joins results of further samples; [ ] = remark or other dose. Potency is read from the fitted curve at half-maximal effect.
SMILES,Pf Dd2 inh
COc1ccc(-c2noc(-c3cccnc3NCc3ccco3)n2)cc1,-5.4%
O=C(N[C@H]1CCN2C(=O)c3cc(-c4ccccc4F)ccc3NC(=O)[C@H]12)c1cnccn1,5.62µM*
Cc1cccc(N2C(=O)N(Cc3cc(=O)n4ccccc4n3)c3ccccc3S2(=O)=O)c1,i
COc1ccccc1N1CCN(c2ncccc2CNC(=O)c2ccco2)CC1,?
Cc1ccc(C)c(CN2CCC(CNC(=O)c3occc3C)C2)c1 (stereo not drawn),-6.7%
CCc1ccc(NC(=O)Cn2c(N3CCc4ccccc4C3)nc(C)cc2=O)cc1,?
CC(C)c1ccc(NC(=O)CSC2=Nc3ccccc3C3=NC(CC(=O)NCc4ccc(F)cc4)C(=O)N23)cc1 (stereo not drawn),32.1%[activator]
Cn1c(CO[C@H]2CN(C(=O)C3CCOCC3)C[C@H]2F)nc2ccccc21,-1.2%[44.1 µM]
Cc1ccc(-n2nc3n(c2=O)CCN(C(=O)c2ccccc2Cl)C3)cc1,?
O=S(=O)(Nc1cccn2nc(C3CC3)nc12)c1cccnc1,i
COc1ccc(NC(=O)c2sc3nc(-c4cc5cccc(OC)c5oc4=O)[nH]c(=O)c3c2C)cc1,-12.1%
Cc1ccc(C)c(N2CCN(C(=O)Cn3c(C)c4cnn(-c5ccccc5)c(=O)c4c3C)CC2)c1,i
CC(=O)N1CCCN(C(=O)c2cnc3c(c2)N(Cc2ccccc2)CCC3)CC1,-2.5%[44.1 µM]
COCc1cccc(-c2n[nH]c3c2CC(=O)N(CCc2ccncc2)C3)c1,18.9%[44.1 µM]
COc1ccc(Cl)cc1NC(=O)NCC1CCN(Cc2ccccc2F)CC1,?
O=C(Nc1ccc(C(F)(F)F)cc1)N[C@@H]1C[C@H](CO)[C@@H](O)[C@H]1O,13.8%[44.1 µM]
O=C(N[C@@H]1CCC[C@@H]1C(=O)N1CCCCC1)c1ccncc1,21.3%
CSc1cccc(NC(=O)CN(C)S(=O)(=O)c2ccc3c(c2)n(C)c(=O)c(=O)n3C)c1,-18.6%
O=c1[nH]c(N2CCOCC2)nc2c1CCN(Cc1ccc(F)c(F)c1)CC2,?
CN(C)C(=O)c1ccc(NC(=O)Cn2nnnc2-c2ccccc2F)cc1,11.3%
O=C(NCC(c1ccccc1)c1ccccc1)c1nn(-c2ccccc2Cl)nc1CO,-4.0%
COc1cc(NC(=O)c2nc3nc(C)cc(C(F)F)n3n2)c(OC)cc1Cl,-13.7%
CCn1ncc(N2CCCC(CC(=O)NCc3ccc(OC)cc3)C2)cc1=O (stereo not drawn),-13.4%
COc1ccc(OC)c(NC(=O)Nc2cccc(-c3ccc(N4CCCCC4)nn3)c2)c1,?
COCCCNC(=O)C1CCCN(S(=O)(=O)c2ccc3c(c2)oc(=O)n3C)C1 (stereo not drawn),23.9%
O=C(Cc1cccnc1)N1CCC(N2C(=O)C(O)C23CCCCC3)CC1 (stereo not drawn),-21.5%
COc1cc(Cl)ccc1OCc1nnc(C(=O)N2CCC[C@@H]2c2nc3ccccc3[nH]2)n1-c1ccccc1,?
COc1cc(OC)cc(C(=O)N2CCC3(CC2)NC(=O)N(c2cccc(F)c2)N3)c1,?
Cc1cccc(CC(=O)Nc2ccc3nc(N4CCC(C)CC4)cc(C)c3c2)c1,?
Cc1noc(-c2cn(C3CCN(C(=O)C(C)Oc4ccc(Cl)cc4)CC3)nn2)n1 (stereo not drawn),?
CCc1ccc(NC(=O)CSc2ccc(-c3ccccn3)nn2)cc1,?
O=[S+]([O-])(c1ccccc1)N1CC2(CCCN2Cc2cccnc2)Cc2ccccc21 (stereo not drawn),11.2µM*
COc1ccccc1N1CCN(C(=O)C[C@@H]2CCNC[C@@H]2Cc2cc(-c3ccc(C(C)(C)C)cc3)on2)CC1,?
COc1ccc(C)cc1NS(=O)(=O)c1cc2c3c(c1)CC(=O)N3CCC2,18.7%
COc1cccc(CNC(=O)Nc2cccn3nc(C)nc23)c1,-19.0%
O=C(c1ccnnc1)N1CCC2(CCN(Cc3ccccn3)CC2)C(CO)C1 (stereo not drawn),-14.5%
O=C(c1cccnc1)N1CCC2(CC1)OCCN(Cc1ccccc1)C2=O,-18.2%[44.1 µM]
CC(C)C1CN(C(=O)OC(C)(C)C)CCN1 (stereo not drawn),?
Clc1ccc(-c2csc(-c3nc(-c4ccc(Br)s4)cs3)n2)cc1,7.6%
Cc1ccc(CN2CCc3nn(Cc4ccccc4)c(=O)n3CC2)nc1,i
Cc1ccc(C(=O)NC2CCCN(c3cc(-c4ccccc4)[nH]n3)C2)cc1 (stereo not drawn),i
Cc1ccc(C)c(-n2c(CCC(=O)O)ccc2-c2ccc(Cl)cc2)c1,-0.2%
Cc1noc2c(NCCN(C)C)cc(-c3cccc(C(F)(F)F)c3)nc12,?
CC(C)N[C@@H]1CO[C@H](CNC(=O)c2ccccc2)[C@H]1O,-13.2%[44.1 µM]
Cc1ccccc1NC(=O)Nc1ccnn1C1CCN(C(=O)c2ccc[nH]2)CC1,-7.2%
Fc1ccccc1-c1cnc2n[nH]c(-c3ccc4c(c3)OCO4)c2n1,i
CC(C)CCN1CCOc2cc(C(=O)NCCOc3ccccc3)ccc2C1,i
Cc1ncc2n1C(=O)N(C1CCN(Cc3ccccn3)CC1)C2,4.8%&-3.1%[44.1 µM]
NC(=O)c1ccc(N2CC3CCC(C2)N3CC(F)(F)F)nn1,32.9%[activator]
c1ccc2c(c1)CC(N1CCC(CN(CCCn3cccn3)CC3CCCO3)CC1)C2 (stereo not drawn),?
Cc1ccc(C)c(NC(=O)CSc2c3c(nc4ccc(Cl)cc24)CCCC3)c1,?
Cc1ccc(-n2c(SCc3ccccc3C)nc3[nH]ncc3c2=O)cc1C,?
Cc1ccc(C)c(NC(=O)c2cc(S(=O)(=O)N3CCCCCC3)ccc2F)c1,?
COc1ccc(CN2Cc3cc(NC(=O)c4ccc([N+](=O)[O-])cc4)ccc3OC(C)C2=O)c(OC)c1 (stereo not drawn),10µM*
Cc1ccc(S(=O)(=O)N2CCCc3cc(NS(=O)(=O)c4ccc(F)c(C)c4)ccc32)cc1,i
CNC(=O)[C@@H]1CN(C(=O)Cc2c(C)noc2C)C[C@H]1c1nc(C)no1,-2.2%
CCCNc1ccc(-c2nc(-c3ccccn3)no2)cc1[N+](=O)[O-],-20.0%
O=C1CCN(C(=O)Nc2ccccc2)CCCC(c2nc(-c3cccnc3)no2)CCN1 (stereo not drawn),-17.1%
O=C(c1ccc(C(F)(F)F)cc1)N1CCc2nc(-c3ccccc3)nc(-c3ccc(Cl)cc3)c2C1,?
O=C(NCc1cccc(F)c1)[C@@H]1C[C@@H](c2ccc(F)cc2)N([S+](=O)([O-])c2ccccc2)C1,i
# Going on with the list:
SMILES,Pf Dd2 inh
O=C(CCc1cc2n(n1)CCCNC2)Nc1ccc2c(c1)OCCO2,-1.2%
CCc1c(C)c2ccc(O)c(CN3CCN(c4ccccc4)CC3)c2oc1=O,1.26µM*
Cc1cncc(C(=O)N2C[C@H]3OC(=O)N(CCc4cccc(Cl)c4)[C@H]3C2)c1,-9.0%
CCc1cccc(NC(=O)CC2Oc3ccc(C)cc3NC2=O)c1 (stereo not drawn),35.9%[activator]
CN(C)c1ccc(CNC2(Cc3cc(-c4ccc(F)cc4)on3)COC2)cc1,20.3%[44.1 µM]
O=C(c1ccncc1)N1C2CCC1CN(Cc1cccnc1)C2,0.5%
O=C(N[C@H]1CCN2C(=O)c3cc(-c4cccs4)ccc3NC(=O)[C@H]12)c1cccc(F)c1,?
COCc1ccc2c(c1)c(OC(C)(C)C(=O)Nc1ccccn1)nn2CCC(C)C,-13.3%[44.1 µM]
COCC(=O)NC[C@H]1CCN(Cc2ccc3c(c2)CCO3)C[C@H]1N(C)C,-13.0%
Fc1ccccc1OCc1nc(C2CCCNC2)no1 (stereo not drawn),i
COc1ccc(C(=O)N2CCC3(CC2)NC(=O)N(c2ccccc2)N3)cn1,-0.4%
Cc1ccc(Nc2c(-c3ccc(N4CCOCC4)cc3)nc3ccc(C)cn23)cc1,11.3%
CCOc1ccc(CNC(=O)C2CCCN(c3nc4c(C)cc(C)cc4s3)C2)cc1 (stereo not drawn),-10.4%
c1ccc(CN2CC[C@H](c3nc4ccccc4o3)C2)nc1,?
CN(C)C(=O)c1ccc(N2CC3CC(C2)[C@H]2CCCC(=O)N2C3)nc1 (stereo partly drawn),4.4%

# Brought forward from above: four entries, followed by the next part.
SMILES,Pf Dd2 inh
Cc1ccc(Nc2c(-c3ccc(N4CCOCC4)cc3)nc3ccc(C)cn23)cc1,11.3%
CCOc1ccc(CNC(=O)C2CCCN(c3nc4c(C)cc(C)cc4s3)C2)cc1 (stereo not drawn),-10.4%
c1ccc(CN2CC[C@H](c3nc4ccccc4o3)C2)nc1,?
CN(C)C(=O)c1ccc(N2CC3CC(C2)[C@H]2CCCC(=O)N2C3)nc1 (stereo partly drawn),4.4%
CCN(CC)S(=O)(=O)c1nnc(NC(=O)c2ccccc2Cl)s1,-16.6%
COC(=O)[C@H]1CN(C(=O)NC(C)C)CCN1S(C)(=O)=O,-18.1%[44.1 µM]
COc1cccc(C(=O)NCc2cn3ccccc3n2)c1,34.3%[activator]
Cc1ccc(-c2cn3c(n2)sc2cc(C(=O)NC4CCCCCC4)ccc23)cc1,0.6%
Cc1cc(C(F)(F)F)nn1CC(=O)N1[C@H]2CC[C@@H]1c1cnc(-c3ccc(F)cc3)nc1C2,?
COCc1ccc2c(c1)c(OC(C)(C)C(=O)Nc1ccn(C)n1)nn2Cc1cccc(OC)c1,-6.4%
CC(Cn1cccn1)C(=O)N1CCc2[nH]nc(-c3ccc(Cl)cc3)c2C1 (stereo not drawn),i
CN(C)c1nc2c(c(=O)[nH]1)CCN(Cc1cccc(C(F)(F)F)c1)CC2,-13.6%[5.79 µM]
CCC(C)NC(=O)CCc1c(C)nc2cc(-c3ccc(OC)cc3OC)nn2c1C (stereo not drawn),?
CCC(=O)N1CCc2cc(Br)cc(S(=O)(=O)CCC(=O)NCc3ccc(C)cc3)c21,-21.6%
COc1ccc(-c2cc(C(=O)NCc3c(C)cc(C)[nH]c3=O)c3c(c2)N(C)CCO3)cc1,-0.7%[44.1 µM]
CCCN1CCN(C(=O)c2c(C)oc3c2CN(Cc2ccc(C)cc2)CC3)CC1,?
COc1ccccc1Nc1ncc2c(n1)CN(C(=O)c1cccc(N(C)C)c1)CCN2,?
CCN(CC)C(=O)C(NC(=O)c1cccs1)C1CCN(C(=O)c2cccc(F)c2)CC1 (stereo not drawn),i
CCS(=O)(=O)N1CC(=O)N(c2cccc(Cl)c2C)C(C)(C(=O)NC2CCCCC2)C1 (stereo not drawn),43.5%[activator]

# In another format: results already given
Structure	Pf Dd2 inh
Cc1cncc(C(=O)N2C[C@H]3OC(=O)N(CCc4cccc(Cl)c4)[C@H]3C2)c1	-9.0%
CCc1cccc(NC(=O)CC2Oc3ccc(C)cc3NC2=O)c1 (stereo not drawn)	35.9%[activator]
CN(C)c1ccc(CNC2(Cc3cc(-c4ccc(F)cc4)on3)COC2)cc1	20.3%[44.1 µM]
O=C(c1ccncc1)N1C2CCC1CN(Cc1cccnc1)C2	0.5%
O=C(N[C@H]1CCN2C(=O)c3cc(-c4cccs4)ccc3NC(=O)[C@H]12)c1cccc(F)c1	?
COCc1ccc2c(c1)c(OC(C)(C)C(=O)Nc1ccccn1)nn2CCC(C)C	-13.3%[44.1 µM]
COCC(=O)NC[C@H]1CCN(Cc2ccc3c(c2)CCO3)C[C@H]1N(C)C	-13.0%
Fc1ccccc1OCc1nc(C2CCCNC2)no1 (stereo not drawn)	i
COc1ccc(C(=O)N2CCC3(CC2)NC(=O)N(c2ccccc2)N3)cn1	-0.4%
Cc1ccc(Nc2c(-c3ccc(N4CCOCC4)cc3)nc3ccc(C)cn23)cc1	11.3%
CCOc1ccc(CNC(=O)C2CCCN(c3nc4c(C)cc(C)cc4s3)C2)cc1 (stereo not drawn)	-10.4%
c1ccc(CN2CC[C@H](c3nc4ccccc4o3)C2)nc1	?
CN(C)C(=O)c1ccc(N2CC3CC(C2)[C@H]2CCCC(=O)N2C3)nc1 (stereo partly drawn)	4.4%
CCN(CC)S(=O)(=O)c1nnc(NC(=O)c2ccccc2Cl)s1	-16.6%
COC(=O)[C@H]1CN(C(=O)NC(C)C)CCN1S(C)(=O)=O	-18.1%[44.1 µM]
COc1cccc(C(=O)NCc2cn3ccccc3n2)c1	34.3%[activator]
Cc1ccc(-c2cn3c(n2)sc2cc(C(=O)NC4CCCCCC4)ccc23)cc1	0.6%
Cc1cc(C(F)(F)F)nn1CC(=O)N1[C@H]2CC[C@@H]1c1cnc(-c3ccc(F)cc3)nc1C2	?
COCc1ccc2c(c1)c(OC(C)(C)C(=O)Nc1ccn(C)n1)nn2Cc1cccc(OC)c1	-6.4%
CC(Cn1cccn1)C(=O)N1CCc2[nH]nc(-c3ccc(Cl)cc3)c2C1 (stereo not drawn)	i
CN(C)c1nc2c(c(=O)[nH]1)CCN(Cc1cccc(C(F)(F)F)c1)CC2	-13.6%[5.79 µM]
CCC(C)NC(=O)CCc1c(C)nc2cc(-c3ccc(OC)cc3OC)nn2c1C (stereo not drawn)	?
CCC(=O)N1CCc2cc(Br)cc(S(=O)(=O)CCC(=O)NCc3ccc(C)cc3)c21	-21.6%
COc1ccc(-c2cc(C(=O)NCc3c(C)cc(C)[nH]c3=O)c3c(c2)N(C)CCO3)cc1	-0.7%[44.1 µM]
CCCN1CCN(C(=O)c2c(C)oc3c2CN(Cc2ccc(C)cc2)CC3)CC1	?

# (listing goes on)
SMILES,Pf Dd2 inh
CCCNC(=O)N1CCCN(Cc2ccc3c(c2)OCO3)c2ccccc21,i
O=C(COc1ccc(F)cc1)Nc1nnc(S(=O)(=O)N2CCc3ccccc32)s1,-18.1%
CN(C(=O)[C@@H]1C[C@@H](c2cccc(C(F)(F)F)c2)N(Cc2cnn(C)c2)C1)c1ccccc1,-10.5%
CC(=O)Nc1cccc(Nc2nc3ccccc3n3c(C)nnc23)c1,?
CC(=O)N1CCC(N[C@@H]2CO[C@H](CNC(=O)CC(C)(C)C)[C@H]2O)CC1,0.4%[44.1 µM]

# Only part of the results is shown; count on the stated rates, not on these rows.
